beta cell repl: MIN6 beta-cell proliferation induction; MIN6 cells proliferation, ATPlite luminescence, 48 h; cells starved in 0.2% serum; 100% = growth in 10% serum; proliferation, % at 10 µM; hit rate 0.29% among 330,000;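 active means compounds whose signal lies at least 3.5 SD above the mean of all wells on their plate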;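 further: 0% = DMSO-treated cells in low-serum medium and 100% = 10% serum control; some compounds called inactive have numbers as strong as hits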
PfG6PD inh: PfG6PD (Plasmodium falciparum) enzyme inhibition. PfGluPho enzyme, NADPH resazurin-diaphorase fluorescence. inhibition, % at 20 µM. hit rate 0.78% among 350,000. AID 504690;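 active means inhibition reaching at least a set limit at 20 µM in the primary screen, cut at about 59% in these data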;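 further: 0% = DMSO wells with substrate and 100% = DMSO wells lacking glucose-6-phosphate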
UBC13 polyUb: human UBC13 polyubiquitination inhibition; P61088; UBC13 polyubiquitin chain formation, TR-FRET; inhibition, % at 20 µM; hit rate 0.47% among 330,000; in the data active means inhibition above about 45%, passing the limit was not always enough
Target sequence (P61088 whole entry, looked up): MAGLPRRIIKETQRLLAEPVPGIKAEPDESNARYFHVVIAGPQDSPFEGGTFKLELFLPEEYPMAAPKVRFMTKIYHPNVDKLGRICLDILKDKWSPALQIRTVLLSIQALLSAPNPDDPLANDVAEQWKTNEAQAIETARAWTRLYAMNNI
SENP8 block-1: blocks the human protease SENP8 | hit rate 1.2% among 330,000 | inhibition, % at 10 µM | purified SENP8, Z-RLRGG-aminoluciferin cleavage, luminescence | AID 2540 | Q96LD8; in the data active means inhibition above about 50%
HKDC1 inhibitor: inhibitors of human hexokinase HKDC1; AID 493160; recombinant HKDC1, G6PDH/diaphorase resazurin coupled fluorescence; Q2TB90; inhibition, % at 20 µM; hit rate 0.16% among 340,000;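 active means inhibition above about 35% when tested at 20 µM, limit read from the data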;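 further: plate controls were DMSO wells with enzyme for no effect and DMSO wells lacking enzyme for full effect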
Target sequence (Q2TB90 whole entry, looked up): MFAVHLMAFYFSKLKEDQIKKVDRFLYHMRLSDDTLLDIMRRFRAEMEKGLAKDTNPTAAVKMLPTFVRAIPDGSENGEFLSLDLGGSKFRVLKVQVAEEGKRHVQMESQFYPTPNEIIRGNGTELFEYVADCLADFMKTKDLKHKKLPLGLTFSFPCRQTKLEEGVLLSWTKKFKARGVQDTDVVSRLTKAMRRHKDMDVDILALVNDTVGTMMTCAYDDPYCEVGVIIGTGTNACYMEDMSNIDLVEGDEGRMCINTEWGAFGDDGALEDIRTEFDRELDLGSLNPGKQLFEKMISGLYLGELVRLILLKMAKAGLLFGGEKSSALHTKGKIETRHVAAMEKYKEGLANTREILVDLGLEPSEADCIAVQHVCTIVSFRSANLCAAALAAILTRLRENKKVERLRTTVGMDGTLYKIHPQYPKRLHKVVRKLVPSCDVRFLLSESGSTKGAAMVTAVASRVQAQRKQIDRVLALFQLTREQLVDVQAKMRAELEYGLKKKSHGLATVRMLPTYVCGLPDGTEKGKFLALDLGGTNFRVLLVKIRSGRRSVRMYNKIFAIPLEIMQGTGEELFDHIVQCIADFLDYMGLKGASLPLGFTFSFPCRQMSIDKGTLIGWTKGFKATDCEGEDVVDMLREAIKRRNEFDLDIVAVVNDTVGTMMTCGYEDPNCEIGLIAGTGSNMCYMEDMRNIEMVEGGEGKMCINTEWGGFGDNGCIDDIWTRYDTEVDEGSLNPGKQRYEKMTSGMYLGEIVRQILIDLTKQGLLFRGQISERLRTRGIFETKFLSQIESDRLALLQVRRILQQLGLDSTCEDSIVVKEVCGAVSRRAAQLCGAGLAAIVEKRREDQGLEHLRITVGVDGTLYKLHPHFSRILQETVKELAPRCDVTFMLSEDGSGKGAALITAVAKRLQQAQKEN
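Test system: HK5 enzyme. Quantity: 5 µg/mL HK5 final. Reagent: glucose and ATP substrates. Schedule: 90 min reaction incubation at room temperature, dark. Technique: resazurin-to-resorufin fluorescence via G6PDH and diaphorase coupling, 525/613 nm. Control set: DMSO wells with and without enzyme mix.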
SENP6 block: SENP6 protease inhibition | Q9GZR1 | Recombinant SENP6 catalytic domain, aminoluciferin luminescence | inhibition, % at 10 µM | hit rate 1.8% among 330,000 | AID 2599;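 active means inhibition above about 50% at the single tested dose, limit read from the data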;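 further: plate controls were DMSO wells with enzyme for no effect and DMSO wells lacking enzyme for full effect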
SENP8 block-2: blocks human SENP8 cleavage of Nedd8 substrate. hit rate 0.64% among 360,000. inhibition, % at 20 µM. AID 602440. Q96LD8. recombinant SENP8, Nedd8 substrate fluorescence; in the data active means inhibition mostly above about 40%, no sharp cut-off; inactive means mostly below about 27%
SENP1 FRET inh: blocks the human SENP1 SUMO protease catalytic domain | Q9P0U3 | recombinant SENP1 catalytic domain, CyPet-SUMO1-YPet FRET cleavage | inhibition, % at 10 µM | hit rate 0.21% among 360,000;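 active means inhibition at least 30% at 10 µM, raw YFP signal under a set limit, fluorescence ratio 0.5 to 1.5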;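 further: 0% = enzyme with DMSO and 100% = no enzyme wells; some results filed as inactive read as strong as hits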
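Assay system – human recombinant His6-tagged SENP1 catalytic domain enzyme · Input – SENP1 enzyme, 20 pM final · Buffer or medium – Tris pH 8 buffer plus EDTA, NaCl, BME, BSA, NP40, catalase · Schedule – 50 min reaction at room temperature · Technique – FRET read of cyan and yellow fluorescence · Control set – no-enzyme wells low, DMSO-plus-enzyme wells high control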
SENP7 block: inhibitors of human SENP7 protease | hit rate 1.5% among 330,000 | Q9BQF6 | inhibition, % at 5 µM | recombinant SENP7, Z-RLRGG-aminoluciferin luminescence, 40 min;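 active means inhibition above about 50% at the single test dose, limit read from the data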;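 further: plate controls were DMSO with enzyme for no effect and no enzyme buffer wells for full effect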
An asterisk follows results filed as active; i = inactive; x = not tested or not shown. Random draw from the library. About 4% of those tested had a hit in this group.

SMILES | beta cell repl | PfG6PD inh | UBC13 polyUb | SENP8 block-1 | HKDC1 inhibitor | SENP6 block | SENP8 block-2 | SENP1 FRET inh | SENP7 block
CC1(C)NC(=O)N(CCCOc2ccc3c(c2)CCC3)C1=O | -2.8 | 3.7 | -1.8 | -10.2 | -11.0 | 8.4 | 10.1 | 0.8 | -10.8
CCCCn1c(N)c(N(CC)C(=O)c2cccc(C)c2)c(=O)[nH]c1=O | -0.9 | -10.2 | 2.1 | -1.4 | -0.5 | -2.0 | 0.2 | 0.9 | 1.6
CCN(C(=O)CN1C(=O)S/C(=C\c2cccc(Cl)c2)C1=O)C1CCS(=O)(=O)C1 (stereo not drawn) | -2.2 | 16.6 | 1.3 | -1.9 | 1.6 | 10.8 | 10.0 | 0.1 | 2.0
COc1ccc(OC)c(NC(=O)CNC(=O)Cn2c(C)cc3ccccc3c2=O)c1 | -2.9 | 10.0 | 0.2 | -3.6 | -1.4 | -23.2 | -66.4 | -2.7 | -7.5
O=C1C=C(N2CCOCC2)CCC1 | -2.2 | -10.7 | 4.6 | -4.2 | -7.8 | -0.1 | 5.9 | -12.2 | -5.3
O=C(N/N=C/c1cccnc1)NC12CC3CC(CC(C3)C1)C2 | -0.7 | -8.0 | -4.8 | 4.2 | 1.2 | -11.9 | 7.9 | 2.9 | -8.1
CC1CCN(CCCNC(=O)c2nn(C)c3c2CS(=O)(=O)c2ccccc2-3)CC1 | 1.6 | 0.1 | 12.8 | 1.1 | -6.2 | -10.5 | 12.2 | -2.0 | 6.7
O=C(Nc1ccccc1Oc1ccccc1)C1CCCC1 | 0.4 | -12.6 | -1.2 | -8.3 | 13.5 | -18.1 | 16.5 | 0.0 | -6.8
Cc1ccc(NC(=O)N2CCC(C(N)=O)CC2)cc1 | 3.2 | -15.3 | -0.2 | -1.5 | 9.7 | -4.2 | 15.7 | -1.3 | 3.5
Cc1cc(N2CCCCC2)nc(NCc2ccccc2)n1 | -3.4 | -9.4 | 23.0 | 0.8 | -1.9 | -12.5 | 25.6 | -2.4 | 4.1
C=C1C(=O)O[C@H]2C1CC[C@@](C)(O)C13C=CC(C)(C21)C1(C3)C(=O)O[C@@H]2C3C(C)=CCC3[C@](C)(O)C[C@H](OC(C)=O)C21 (stereo partly drawn) | -4.1 | -16.6 | -7.9 | 9.9 | 13.2 | 5.2 | 9.1 | -4.4 | 12.6
CCOCCCNC(=O)NC(=O)CN1CCN(S(=O)(=O)c2ccc3c(c2)OCCO3)CC1 | -2.3 | 8.5 | -10.3 | -4.8 | -3.2 | -24.9 | 15.5 | 0.5 | -3.3
CCc1nc(NCc2ccccn2)c2oc3ccccc3c2n1 | -1.7 | -14.2 | 4.3 | -4.9 | -4.7 | -10.6 | 4.0 | 2.9 | -3.8
C=CCc1ccccc1OCCNCCCOC | -2.2 | -8.3 | 6.4 | 2.7 | -10.2 | -14.0 | 7.6 | 0.6 | -0.4
O=S(=O)(c1ccc2nc(-c3ccccc3)[nH]c2c1)N1CCN(c2ccc(Cl)cc2)CC1 | -2.8 | -10.7 | -17.6 | 4.2 | -5.8 | -7.2 | 5.7 | -0.8 | 1.9
CCOCCCNC(=O)Cn1nc(Cc2ccncc2)c2ccccc2c1=O | -1.6 | 1.7 | 3.5 | 3.9 | -6.0 | -13.8 | 11.6 | 3.0 | 1.4
O=C(NCc1ccc2c(c1)OCO2)C1CCCN1C(=O)Nc1cccc(Cl)c1 (stereo not drawn) | 1.2 | -15.2 | 8.2 | -5.5 | -4.7 | -2.8 | 13.9 | 2.2 | -3.5
CC1CCN(C(=O)CSc2nc3cccnc3n2C)CC1 | 0.6 | -8.2 | -3.7 | -2.2 | 6.2 | -19.6 | 15.7 | -0.3 | -6.7
Cc1ccc(-c2nc3ncccn3c2NC2CCCCC2)o1 | -1.5 | 28.5 | -3.9 | -3.9 | 3.1 | 0.0 | -57.0 | 63.1* | -5.8
COc1ccc(OC)c(NC(=O)CCN2CCCCCC2)c1 | -0.1 | 4.2 | -0.5 | -4.8 | 7.2 | -15.8 | 18.6 | -1.5 | -5.5
CN1\C(=C/C=C/C=C/C=[N+](C)C)C(C)(C)c2ccccc21 | x | -45.0 | x | x | -4.3 | x | 17.6 | 44.4 | x
CCNC(=O)N1c2ccccc2Sc2ccccc21 | -1.7 | 4.5 | 14.7 | -1.3 | -8.3 | -3.5 | -5.0 | 2.4 | -4.4
CC(C)CN(C(=O)CN1CCC(C)CC1)c1c(N)n(CC(C)C)c(=O)[nH]c1=O | -2.6 | 1.0 | -9.6 | -14.4 | 4.2 | -10.9 | 4.7 | -13.7 | -4.5
COc1ccc2nc(Nc3nc(C)c(CCC(C)C)c(=O)[nH]3)nc(C)c2c1 | -4.0 | -17.9 | 10.9 | -5.9 | 1.7 | -6.5 | 0.0 | 1.0 | 1.6
CCOc1ccccc1Nc1nnc(SCC(=O)NC2CC2)s1 | -3.2 | 2.5 | -3.5 | -17.4 | -1.2 | -17.4 | 10.3 | 1.1 | -19.8
O=C(CN1CCOCC1)N1CCN(c2ccc([N+](=O)[O-])cc2)CC1 | -1.0 | 4.8 | -17.8 | -1.7 | -5.7 | 1.2 | 10.1 | 4.4 | 3.9
CCCNC(=O)C(=O)NCC1CCCN1CC (stereo not drawn) | -2.0 | 0.1 | -9.5 | -6.1 | -1.7 | -0.5 | 9.5 | 2.6 | -8.1
Cc1ccc(-c2nc(CCNC(=O)c3ccco3)cs2)cc1 | -2.9 | 6.8 | -12.1 | -11.7 | -8.4 | -12.3 | 8.3 | 2.0 | 11.7
O=C(Cn1c(-c2ccccc2)noc1=O)Nc1ccc(S(=O)(=O)N2CCOCC2)cc1 | -1.6 | 10.7 | 10.0 | -4.8 | -3.2 | -4.2 | 4.8 | 1.5 | -2.4
COc1ccc(/C=C/c2ccc(=O)n(Cc3ccccc3)n2)cc1 | -5.3 | 18.8 | 1.6 | 3.2 | -3.1 | -11.7 | -415.8 | -12.6 | 2.4

Record cards, from the list above. Screens in order: beta cell repl	PfG6PD inh	UBC13 polyUb	SENP8 block-1	HKDC1 inhibitor	SENP6 block	SENP8 block-2	SENP1 FRET inh	SENP7 block
O=S(=O)(c1ccc2nc(-c3ccccc3)[nH]c2c1)N1CCN(c2ccc(Cl)cc2)CC1 is entered as -2.8	-10.7	-17.6	4.2	-5.8	-7.2	5.7	-0.8	1.9
Cc1ccc(-c2nc3ncccn3c2NC2CCCCC2)o1 is entered as -1.5	28.5	-3.9	-3.9	3.1	0.0	-57.0	63.1*	-5.8
COc1ccc(OC)c(NC(=O)CCN2CCCCCC2)c1 is entered as -0.1	4.2	-0.5	-4.8	7.2	-15.8	18.6	-1.5	-5.5

(cont.)
SMILES | beta cell repl | PfG6PD inh | UBC13 polyUb | SENP8 block-1 | HKDC1 inhibitor | SENP6 block | SENP8 block-2 | SENP1 FRET inh | SENP7 block
CCOC(=O)C1CCCN(c2ncnc3c2cnn3-c2ccc(OC)cc2)C1 (stereo not drawn) | -0.3 | 5.8 | 7.6 | -15.7 | 0.5 | -13.6 | -208.7 | 4.7 | -9.2
CN1CCC(OC(=O)c2ccccc2)CC1 | -2.0 | 2.8 | -0.2 | 4.9 | -2.2 | 5.1 | 12.7 | 0.1 | 4.3
Cc1ccc(S(=O)(=O)NCC(=O)OCc2nnc(-c3ccccc3)o2)cc1 | -1.6 | 3.8 | 6.8 | 0.4 | -5.5 | -3.9 | 3.7 | 0.9 | 2.2
N#Cc1nc(COc2ccccc2)oc1NCCN1CCOCC1 | -4.2 | -9.7 | 3.5 | 2.4 | -3.1 | -9.8 | 14.0 | -1.8 | 2.2
Cc1nn2c3ccccc3n(CCN3CCCCC3)c2nc1=O | 0.3 | -3.9 | 5.4 | 4.2 | 1.8 | -4.3 | -486.8 | 0.4 | -1.0
O=c1cc(-c2ccccc2)nc(/C=C/c2ccccc2)[nH]1 | -1.8 | -11.3 | 5.5 | -3.6 | -5.5 | 1.0 | 6.5 | 1.3 | -2.6
CC(C)[C@H](NC(=O)C1CCN(S(=O)(=O)c2ccc(F)cc2)CC1)C(=O)NCc1ccncc1 | 1.2 | 8.1 | 9.0 | -2.9 | 0.5 | 0.2 | 15.0 | 2.0 | 3.0
Cn1c(Cn2cnc([N+](=O)[O-])n2)nnc1SCC(=O)Nc1ccc(Br)cc1 | -2.8 | 15.8 | -18.1 | 3.7 | 7.3 | 3.3 | 21.2 | 1.8 | 14.2
COC(=O)c1c(Cl)c2n3ccccc3c(C)c(-c3ccccc3)c-2c1C(=O)OC | 3.1 | 30.6 | -26.8 | -1.5 | 5.7 | 12.5 | 11.4 | -39.5 | -4.3
O=C(CN(Cc1cccs1)C(=O)c1csnn1)NC1CCCC1 | 4.4 | 10.7 | 7.4 | 8.5 | -0.5 | -5.6 | 20.5 | -2.0 | -7.7
CCNc1nc(Oc2ccc(F)cc2)cc(C(F)(F)F)n1 | -0.7 | 2.6 | -3.5 | -4.9 | -0.6 | -4.0 | -52.2 | 0.3 | -3.1
CCOc1ccc(NC(=O)C(=O)NCC2CCCN2CC)cc1 (stereo not drawn) | -0.1 | -13.2 | 3.7 | -3.7 | -3.2 | -3.7 | 1.9 | -1.9 | -0.8
O=C(Nc1ccncc1)Nc1ccc(F)cc1 | -1.7 | -8.2 | -0.8 | -6.3 | 2.4 | 6.6 | 7.2 | 0.3 | 14.9
CCn1c(SCC(=O)c2c(N)n(C3CC3)c(=O)[nH]c2=O)nc2cc(S(N)(=O)=O)ccc21 | 0.2 | 12.6 | -13.2 | -10.1 | -2.2 | -6.9 | 2.9 | -1.4 | 3.9
CC(=O)N1CCc2cc(S(=O)(=O)NCCCN3CCN(Cc4ccccc4)CC3)ccc21 | -0.1 | 12.1 | 7.3 | 3.9 | 0.4 | -8.0 | 12.6 | 1.2 | -1.4
O=C(CN1C(=O)c2ccccc2S1(=O)=O)NC1CC2CCC1C2 (stereo not drawn) | 0.1 | 14.7 | 0.0 | 6.1 | -4.2 | -2.7 | -5.4 | 4.6 | 5.5
COc1ccc(S(=O)(=O)Nc2ccc3c(c2)COC3=O)cc1OC | -1.5 | -25.4 | -5.5 | -2.5 | 1.3 | 2.2 | 7.5 | 4.4 | 7.4
CN(C)C(=S)NCc1ccccc1 | 0.0 | -8.2 | -4.6 | -7.0 | -4.2 | -9.6 | 20.2 | 1.0 | 6.5
COc1cccc(CNC(=O)c2ccc(CS(=O)(=O)Cc3ccccc3C)o2)c1 | -1.6 | -1.9 | -1.3 | 1.4 | 2.6 | 4.7 | 9.0 | -1.1 | 10.1
COC(=O)C(C)(C)c1cccnc1C#N | x | 12.6 | x | x | -2.0 | x | -4.1 | 1.1 | x
CC(=O)N(Cc1ccccc1)Cc1cn(CCC#N)nc1-c1cccc([N+](=O)[O-])c1 | -1.4 | 7.8 | 2.5 | 1.5 | -11.1 | -5.2 | 15.9 | 0.9 | -1.6
COc1c2ccoc2nc2c(OC)c(OCC(O)C(C)(C)O)ccc12 (stereo not drawn) | -0.6 | -5.5 | 11.6 | -4.2 | 8.9 | -11.8 | i | 0.9 | 4.1
Cc1cc(N2CC(C(=O)NCc3cccs3)CC2=O)ccc1C(C)C (stereo not drawn) | -3.1 | 16.5 | 1.2 | 2.1 | 2.5 | -7.0 | 15.5 | -0.3 | 2.6

High-throughput results as filed in PubChem BioAssay.
